# Screens (PubChem)
# PAFAH1B3 FP inh = blocks human PAF acetylhydrolase 1B catalytic subunit 3 | 0.28% of 340,000 active | AID 492972 | Q15102 | inhibition, % at 3.39 µM | recombinant PAFAH1B3, FP-rhodamine probe, fluorescence polarization;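 active = inhibition above the screen-wide average of all tested compounds plus 3 SD, cut at about 25% in these data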;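 note: 0% = enzyme with DMSO only and 100% = wells lacking PAFAH1B3 protein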
# LYPLA2 counter = blocks human lysophospholipase 2, a PME1 counter-screen; O95372; recombinant LYPLA2, FP-Rh probe fluorescence polarization; inhibition, % at 5.9 µM; 0.38% of 320,000 active;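 active = inhibition above the screen-wide mean plus 3 SD, limit set per campaign, cut at about 26% in these data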;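 note: 0% = LYPLA2 with DMSO and 100% = wells lacking LYPLA2 enzyme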
# Target sequence (O95372 whole entry, looked up): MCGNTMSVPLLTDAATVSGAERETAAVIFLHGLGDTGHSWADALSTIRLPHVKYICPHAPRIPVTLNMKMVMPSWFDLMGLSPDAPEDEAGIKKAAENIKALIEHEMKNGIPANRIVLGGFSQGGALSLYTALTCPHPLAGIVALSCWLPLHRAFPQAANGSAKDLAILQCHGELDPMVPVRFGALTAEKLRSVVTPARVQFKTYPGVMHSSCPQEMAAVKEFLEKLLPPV
# PAFAH2 inh = PAFAH2 (human) inhibition; Q99487; recombinant PAFAH2, FP-rhodamine activity probe, fluorescence polarization; inhibition, % at 3.39 µM; 0.99% of 340,000 active;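 active = inhibition above the mean over all tested compounds plus 3 SD, cut at about 30% in these data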;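 note: inhibitors block probe labeling of enzyme so polarization drops; 0% = enzyme with DMSO and 100% = wells lacking PAFAH2 protein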
# ZTA counter = ZTA (EBV) inhibition in EBNA-1 counter-screen; 0.15% of 320,000 active; ZTA-DNA binding, fluorescence polarization; AID 2234; inhibition, % at 11 µM; P03206; in the data active = inhibition above about 33%
# EBNA-1 inhibitor = blocks EBNA-1 binding to DNA; 0.34% of 300,000 active; AID 1950; EBNA-1 DNA binding, fluorescence polarization; inhibition, % at 14.8 µM; in the data active = inhibition above about 28%
# PREPL inhibitor = inhibits the human prolyl oligopeptidase-like enzyme; Q4J6C6; recombinant PREPL, fluorescence polarization activity-based probe; inhibition, % at 5.96 µM; 0.68% of 320,000 active; AID 2751; in the data active = inhibition above about 43%;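 note: 0% = enzyme with DMSO and 100% = wells lacking enzyme; many of its hits are not listed in these tables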
# pPAFAH inh = inhibitors of human plasma PAF acetylhydrolase (pPAFAH); recombinant pPAFAH, FP-rhodamine probe fluorescence polarization; AID 463082; 1.5% of 330,000 active; inhibition, % at 3.39 µM; Q13093;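 active = inhibition above the mean inhibition across the screen plus 3 SD, cut at about 25% in these data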;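 note: inhibitors block binding of the rhodamine activity-based probe so polarization drops; 0% = enzyme with DMSO and 100% = wells lacking pPAFAH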
# Target sequence (Q13093 whole entry, looked up): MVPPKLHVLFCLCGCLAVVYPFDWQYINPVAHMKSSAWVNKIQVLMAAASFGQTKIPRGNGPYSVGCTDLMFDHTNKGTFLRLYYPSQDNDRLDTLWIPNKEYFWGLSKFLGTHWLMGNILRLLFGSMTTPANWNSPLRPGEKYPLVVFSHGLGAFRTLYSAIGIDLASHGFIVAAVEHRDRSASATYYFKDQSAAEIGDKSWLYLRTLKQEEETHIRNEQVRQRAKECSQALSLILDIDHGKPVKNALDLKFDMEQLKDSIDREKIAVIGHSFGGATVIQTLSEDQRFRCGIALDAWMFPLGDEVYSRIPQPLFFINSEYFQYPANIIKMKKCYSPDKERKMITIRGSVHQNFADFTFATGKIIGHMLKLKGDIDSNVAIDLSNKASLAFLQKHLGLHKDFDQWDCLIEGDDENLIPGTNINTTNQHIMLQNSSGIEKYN
# PAFAH1B2 FP inh = inhibitors of human PAFAH1B2; P68402; recombinant PAFAH1B2, FP-rhodamine activity probe, fluorescence polarization; inhibition, % at 3.39 µM; 1.2% of 340,000 active; AID 492953;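 active = inhibition above the mean of all tested compounds plus 3 SD, cut at about 24% in these data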;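 note: 0% = enzyme with DMSO and 100% = wells lacking PAFAH1B2; many of its hits are not listed in these tables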
# LYPLA1 inh = blocks human lysophospholipase 1, a PME1 counter-screen. inhibition, % at 5.9 µM. 0.16% of 320,000 active. AID 2174. recombinant LYPLA1, FP-Rh probe fluorescence polarization;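 active = inhibition above the mean of all tested compounds plus 3 SD, set per campaign, cut at about 14% in these data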;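 note: inhibitors block serine hydrolase probe labeling of LYPLA1 so polarization falls; 0% = enzyme with DMSO and 100% = wells lacking LYPLA1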
# Target sequence (O75608 whole entry, looked up): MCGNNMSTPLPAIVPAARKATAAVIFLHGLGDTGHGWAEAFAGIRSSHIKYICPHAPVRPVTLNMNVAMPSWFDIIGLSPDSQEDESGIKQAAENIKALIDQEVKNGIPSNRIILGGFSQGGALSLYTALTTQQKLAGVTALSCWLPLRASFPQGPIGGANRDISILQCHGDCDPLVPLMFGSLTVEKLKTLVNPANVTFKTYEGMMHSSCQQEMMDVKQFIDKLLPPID
# * = called active by the depositor; nt = not tested or not shown. A portion of the library, so the mix of outcomes need not match the whole.
SMILES,PAFAH1B3 FP inh,LYPLA2 counter,PAFAH2 inh,ZTA counter,EBNA-1 inhibitor,PREPL inhibitor,pPAFAH inh,PAFAH1B2 FP inh,LYPLA1 inh
COc1cc(NC(=O)C2CC(=O)N(Cc3ccco3)C2)c(OC)cc1Cl (configuration not stated),4,2,1,-6,nt,-3,3,1,1
C/C(=N\NC(=O)CN1CCN(S(=O)(=O)c2ccc(C)cc2)CC1)c1ccc(O)cc1,3,-4,-1,1,-5,-7,6,11,0
CN(C)C(=O)CSc1nnc(NC(=O)CCc2ccccc2)s1,-2,3,1,0,5,-8,3,4,0
Cn1c(Cn2c(=O)sc3ccccc32)nnc1SCC(=O)N1CCCc2ccccc21,7,7,0,-2,1,3,-1,6,6
COc1ccc(N2C(=O)C3C(C2=O)C2C=CC3C23CC3)c([N+](=O)[O-])c1 (configuration not stated),-9,-2,2,-7,10,-2,14,1,-3
C=CCn1c(N)c(C(=O)NCCC2=CCCCC2)sc1=S,0,9,5,1,-6,10,17,10,4
O=C(Nc1cccnc1)c1ccc(Cl)c(Cl)c1,6,-3,8,13,-3,-22,-2,3,-5
Cc1nc(-c2ccc(S(=O)(=O)Oc3ccccc3Cl)s2)cs1,12,-6,4,7,-3,-10,5,2,-5
O=C(COc1ccc(S(=O)(=O)N2CCOCC2)cc1)NC1CC1,10,1,-3,12,-5,10,0,-2,1
O=C(Cn1nnc(-c2ccccc2)n1)NCc1ccccc1,-3,-3,1,6,-7,-10,2,2,-2
Cc1ccc(NC(=O)CSCc2ccc(F)cc2)cc1,8,2,-5,-2,-11,11,6,-1,-2
O=C(Nc1ccc(Cl)c(Cl)c1)N1CCC(N2CCCCC2)CC1,4,0,3,4,5,-3,0,4,-1
O=C(Nc1nc(-c2ccccn2)cs1)c1ccc(-c2ccccc2F)o1,7,-34,-12,-23,nt,12,13,2,-33
N#Cc1cc(C(=O)c2ccccc2OCC(=O)Nc2ccccc2Cl)cn(C2CCCCC2)c1=O,6,-6,3,1,4,21,1,-5,-2
Cc1ccc(NC(=O)C2CCN(S(=O)(=O)c3c(C)noc3C)CC2)cc1C,4,7,-1,7,10,8,13,0,4
Cc1nnc(SCC(=O)NC2CC2)n1-c1ccccc1,-2,-3,1,-6,-5,-3,6,-5,0
Cc1oc(-c2ccc(Cl)cc2)nc1CS(=O)CC(=O)NCc1ccccc1 (configuration not stated),8,-3,-5,4,3,-18,5,5,-2
CCCCN(C)C(=O)c1sc2ncn(CC)c(=O)c2c1C,6,4,-1,-10,11,-1,4,2,3
COc1cccc(C(C)NC(=O)Cc2cccs2)c1 (configuration not stated),13,-2,-5,17,0,0,1,5,0
Nc1nc(SCC(=O)N2CCCc3ccccc32)n(-c2ccccc2)n1,2,0,-3,5,-4,13,2,2,2
COc1ccccc1C(=O)Nc1ccc(Cc2ccncc2)cc1,4,4,-5,-16,2,8,4,-2,1
COc1cccc(-c2c(NC(C)=O)n(C)c3ccccc3c2=O)c1,2,6,-3,-16,0,9,-1,4,3
Cc1cc(-c2csc(N)n2)c(C)n1Cc1ccco1,3,-2,7,-2,-10,34,14,1,-1
Cc1ccc(NS(=O)(=O)c2cc(C(=O)N3CCN(CCO)CC3)ccc2C)cc1,3,3,-4,-7,nt,7,4,-2,1
O=C1CCN(CCc2ccccc2)CCN1CCSc1ccccc1,7,5,16,-4,-11,-23,31*,4,-3
Cc1nccn1CCC(=O)Nc1ccc(Cl)cc1,5,-7,4,1,1,-5,3,6,-1
Nc1nc(-c2c(Cl)cccc2Cl)no1,-6,2,1,-5,2,15,1,4,-1
CN1CCCC(OC(=O)CCCC(=O)OC2CCCN(C)C2)C1 (configuration not stated),-3,0,6,8,8,3,-1,5,3
CN(C)/C(=N\S(=O)(=O)c1ccccc1)c1ccc([N+](=O)[O-])cc1,2,-4,-2,7,-4,2,-3,1,0
CCC(=O)N1CCc2cc(S(=O)(=O)NCCN3CCCCC3CC)ccc21 (configuration not stated),0,7,-7,-11,3,0,8,4,2

# Part of the list above in order of heavy-atom count, highest first:
SMILES,PAFAH1B3 FP inh,LYPLA2 counter,PAFAH2 inh,ZTA counter,EBNA-1 inhibitor,PREPL inhibitor,pPAFAH inh,PAFAH1B2 FP inh,LYPLA1 inh
N#Cc1cc(C(=O)c2ccccc2OCC(=O)Nc2ccccc2Cl)cn(C2CCCCC2)c1=O,6,-6,3,1,4,21,1,-5,-2
Cc1ccc(NS(=O)(=O)c2cc(C(=O)N3CCN(CCO)CC3)ccc2C)cc1,3,3,-4,-7,nt,7,4,-2,1
CCC(=O)N1CCc2cc(S(=O)(=O)NCCN3CCCCC3CC)ccc21 (configuration not stated),0,7,-7,-11,3,0,8,4,2
Nc1nc(SCC(=O)N2CCCc3ccccc32)n(-c2ccccc2)n1,2,0,-3,5,-4,13,2,2,2
O=C1CCN(CCc2ccccc2)CCN1CCSc1ccccc1,7,5,16,-4,-11,-23,31*,4,-3
COc1cccc(-c2c(NC(C)=O)n(C)c3ccccc3c2=O)c1,2,6,-3,-16,0,9,-1,4,3
CN1CCCC(OC(=O)CCCC(=O)OC2CCCN(C)C2)C1 (configuration not stated),-3,0,6,8,8,3,-1,5,3
CCCCN(C)C(=O)c1sc2ncn(CC)c(=O)c2c1C,6,4,-1,-10,11,-1,4,2,3
Cc1nnc(SCC(=O)NC2CC2)n1-c1ccccc1,-2,-3,1,-6,-5,-3,6,-5,0
COc1cccc(C(C)NC(=O)Cc2cccs2)c1 (configuration not stated),13,-2,-5,17,0,0,1,5,0
Cc1nccn1CCC(=O)Nc1ccc(Cl)cc1,5,-7,4,1,1,-5,3,6,-1
Nc1nc(-c2c(Cl)cccc2Cl)no1,-6,2,1,-5,2,15,1,4,-1

# Next part
SMILES,PAFAH1B3 FP inh,LYPLA2 counter,PAFAH2 inh,ZTA counter,EBNA-1 inhibitor,PREPL inhibitor,pPAFAH inh,PAFAH1B2 FP inh,LYPLA1 inh
O=C(CCc1ccccc1)Nc1ccc2c(c1)OCCO2,8,4,4,-6,0,4,5,0,1
COc1cc(C(=O)NC2CCN(Cc3nnnn3Cc3cccs3)CC2)cc(OC)c1OC,8,4,-2,1,2,-9,1,3,-3
O=C(O)CC1SC(=Nc2cccc(C(F)(F)F)c2)NC1=O (configuration not stated),2,-1,5,-3,-10,-13,-1,10,2
NC(=O)CSc1nc2c(sc3ccccc32)c(=O)n1CCCC(=O)NCC1CCCO1 (configuration not stated),5,9,3,6,7,3,3,-1,0
COC(=O)c1ccc(-c2ncc(-c3cccc4ccccc34)o2)cc1,0,-11,-7,9,-10,0,-8,-4,-6
Cc1ccc(C23CC4CC(CC(C(=O)N5CCOCC5)(C4)C2)C3)cc1,6,-4,0,10,8,-2,5,2,-3
COc1ccc(C2=NN(C(=O)CSc3cn(C)c4ccccc34)C(c3ccc(OC)cc3)C2)cc1 (configuration not stated),-4,-6,3,8,4,1,2,0,-4
CCCn1c(=O)c(C#N)cn(C2CC2)c1=O,3,-2,3,-2,2,-6,0,6,2
CCC(=O)NCCNc1ccc([N+](=O)[O-])cn1,nt,4,nt,6,-9,13,-1,nt,3
Cn1nnnc1SCC(=O)NC1CCCc2ccccc21 (configuration not stated),13,-5,-1,13,11,3,2,6,-1
O=C(c1ccc([N+](=O)[O-])s1)N1CCc2ccccc2C1,12,6,-8,4,-7,13,-1,4,-2
N/C(=N\OC(=O)c1cccc(Cl)c1)c1ccccn1,6,1,6,3,12,0,5,0,1
CCOc1ccc(C(=O)/C=C/Nc2ccc(S(=O)(=O)Nc3onc(C)c3C)cc2)cc1,8,8,0,7,-1,7,-7,6,4
Cc1ccc(NC(=S)N2CCCCC2CO)cc1C (configuration not stated),10,-4,5,-3,-3,0,-1,2,-2
O=C(c1ccc(Br)o1)N(Cc1ccccc1)c1ccccn1,0,12,0,3,-12,4,-1,6,3
COc1ccc(NC(=O)NCc2cccnc2)cc1,5,4,4,11,15,5,10,0,-4
Cc1cccc(NC(=S)NCC(C)CSc2ccc(Cl)cc2)c1 (configuration not stated),2,-42,-8,9,-3,-5,-10,10,-21
CCc1ccc(NC(=O)CSCc2nc(N)nc(Nc3ccccc3CC)n2)cc1,2,3,-6,-2,-1,1,6,10,1
CCn1nnc2cc(C(=O)Nc3cc(S(C)(=O)=O)ccc3Cl)ccc21,3,-10,-1,10,7,-2,4,2,-6
Cc1cccc(N2CCN(C(=S)c3ccccc3)CC2)c1,4,0,8,-1,3,3,2,4,-1
COc1ccc(NC(=O)C(CC(=O)O)C(C)c2ccccc2)cc1 (configuration not stated),-2,0,2,4,2,1,3,-2,-1
CCCCn1nc(C(=O)N(CC)CC(=O)Nc2c(F)cccc2F)c2ccccc2c1=O,7,-6,1,-23,nt,-2,-5,0,-1
N#Cc1ccc(-c2ccc(OCC(=O)NCCc3ccccc3)cc2)cc1,0,35*,7,13,-2,-1,23,5,4
CC(C)c1ccc(S(=O)(=O)N2CCN(C(=O)c3cc(-c4ccccc4)n[nH]3)CC2)cc1,0,-8,2,2,-2,-26,8,3,-6
Cc1[nH]c2c(C)cccc2c1CC(=O)O,7,-8,16,5,0,-5,1,6,-1
CN(C)C(=O)c1ccc2c(c1)C1C3CCC(C3)C1C(c1ccccc1)N2 (configuration not stated),1,2,2,-2,3,10,4,7,2
COc1ccccc1NC(=O)c1ccc([N+](=O)[O-])o1,nt,3,nt,2,-3,0,-3,nt,5

# Marked active in pPAFAH inh, among the entries above:
smiles | PAFAH1B3 FP inh | PAFAH2 inh | EBNA-1 inhibitor | PREPL inhibitor | pPAFAH inh | PAFAH1B2 FP inh
O=C1CCN(CCc2ccccc2)CCN1CCSc1ccccc1 | 7 | 16 | -11 | -23 | 31* | 4

# Whole records as entered above. Order of values: PAFAH1B3 FP inh	LYPLA2 counter	PAFAH2 inh	ZTA counter	EBNA-1 inhibitor	PREPL inhibitor	pPAFAH inh	PAFAH1B2 FP inh	LYPLA1 inh
# Results for `COc1ccccc1NC(=O)c1ccc([N+](=O)[O-])o1` : nt	3	nt	2	-3	0	-3	nt	5
# Results for `N#Cc1ccc(-c2ccc(OCC(=O)NCCc3ccccc3)cc2)cc1` : 0	35*	7	13	-2	-1	23	5	4
